Assay outcomes from PubChem BioAssay.
B2AR arrestin: recruits beta-arrestin to the human beta2-adrenergic receptor; beta-arrestin recruitment to beta2AR, cell-based reporter; hit rate 0.02% among 330,000; AID 492947; P07550; Potency, µM (top dose mostly 46.1 µM), without a hit: at the highest dose activation, actives largely listed as activators;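 also: potency is read from the fitted curve at half-maximal effect; 0% = DMSO controls and full agonism = EC100 isoproterenol or metaproterenol; nearly all actives have a fitted effect of over 65% in size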
USP2a block: USP2a (human) protease inhibition | O75604 | USP2 core, Ub-CHOP2 coupled fluorogenic reporter, 485/531 | Potency, µM (top dose mostly 38.3 µM), without a hit: top-dose activity change, negative = inhibition, usual class: inhibitors | hit rate 0.01% among 330,000 | AID 463254;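 also: potency is read from the fitted curve at half-maximal effect; plate controls were DMSO wells for no effect and full inhibition by NEM control for full effect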
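Cell-free coupled assay: 10nM USP2 core preincubated 30min RT with compound in Tris-HCl pH 8.0/CaCl2/CHAPS buffer, then 25nM Ub-CHOP2 and 25nM reporter substrate; fluorescence (Ex 485/Em 531) read after 60min RT, normalized to NEM inhibition, concentration-response curves fitted.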
uPA surface inh: cell surface uPA generation inhibition. hit rate 0.31% among 330,000. AID 540303. cell surface uPA generation assay, qHTS. Potency, µM (series often up to 38.3 µM), inactives show top-dose activity change, negative = inhibition, usual class: inhibitors; active = well fitted inhibition curve with a large enough effect; inconclusive = small, poorly fitted or top-dose-only effect; inactive = no such curve, though single readings can be large or run the other way; tested in mouse RAW 264.7 cells; also: potency is read from the fitted curve at half-maximal effect; % is scaled to controls: 0 for no effect and ±100 for the full control effect; nearly all actives have a fitted effect of over 55% in size
S-ASM inh: human S-ASM enzyme inhibition; placental ASM, HMU-PC fluorogenic substrate, 60 min; Potency, µM (doses to about 57.5 µM), inactives show at the highest dose activity change, negative = inhibition, hits mostly inhibitors; hit rate 0.006% among 340,000; also: potency is read from the fitted curve at half-maximal effect
Target sequence (P17405 47-631 limits assumed): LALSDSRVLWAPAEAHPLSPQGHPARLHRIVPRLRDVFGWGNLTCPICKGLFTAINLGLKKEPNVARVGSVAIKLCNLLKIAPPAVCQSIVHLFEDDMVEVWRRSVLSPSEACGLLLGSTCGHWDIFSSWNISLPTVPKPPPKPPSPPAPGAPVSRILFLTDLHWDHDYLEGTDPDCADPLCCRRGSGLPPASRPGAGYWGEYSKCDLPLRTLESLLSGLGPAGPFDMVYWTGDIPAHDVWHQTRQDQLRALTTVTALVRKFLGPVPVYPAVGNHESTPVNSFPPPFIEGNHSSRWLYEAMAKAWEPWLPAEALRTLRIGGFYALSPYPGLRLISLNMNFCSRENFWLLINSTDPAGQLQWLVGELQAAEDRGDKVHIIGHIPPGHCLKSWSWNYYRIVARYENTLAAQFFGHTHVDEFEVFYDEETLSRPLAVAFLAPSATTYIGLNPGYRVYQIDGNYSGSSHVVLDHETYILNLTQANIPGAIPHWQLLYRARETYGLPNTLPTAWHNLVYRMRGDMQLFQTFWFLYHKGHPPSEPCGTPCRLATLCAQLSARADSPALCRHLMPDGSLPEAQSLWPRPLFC
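Fluorogenic HMU-PC substrate (9 uM final) is turned over by placental ASM in 60 min at 37 C after a 10 min compound preincubation. Reaction ended by alkaline stop (pH 10), with fluorescence read at 386/447 nm.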
TSG101-PTAP inh: blocks PTAP/TSG101 interaction to inhibit HIV-1 budding; Q99816; Fluorescence polarization, FITC-PTAP peptide / Tsg101 binding; Potency, µM (top dose mostly 115 µM), without a hit: at the top dose activity change, negative = inhibition, hits mostly inhibitors; 340,000 tested, under 10 active; AID 493005; active = well fitted inhibition curve with a large enough effect in the main read-out, with a control signal flat, not every such curve was filed as active; inconclusive = small, poorly fitted or top-dose-only effect, or effect the other way, or a change in a side signal; inactive = no such curve, though single readings can be large or run the other way; also: potency is read from the fitted curve at half-maximal effect; % of control where 0% means no effect
Target sequence (Q99816 whole entry, looked up): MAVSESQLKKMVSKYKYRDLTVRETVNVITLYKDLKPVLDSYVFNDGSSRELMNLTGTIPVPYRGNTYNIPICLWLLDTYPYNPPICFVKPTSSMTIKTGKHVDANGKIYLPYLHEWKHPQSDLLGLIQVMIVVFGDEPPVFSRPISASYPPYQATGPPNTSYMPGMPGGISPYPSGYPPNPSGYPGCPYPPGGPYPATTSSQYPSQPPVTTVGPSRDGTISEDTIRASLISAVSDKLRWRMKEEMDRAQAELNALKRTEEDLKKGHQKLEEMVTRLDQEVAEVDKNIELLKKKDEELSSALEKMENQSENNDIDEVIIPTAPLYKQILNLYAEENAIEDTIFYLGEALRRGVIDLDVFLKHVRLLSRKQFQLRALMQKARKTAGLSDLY
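FP read-out: FITC-PTAP peptide, 50 nM final, binding Tsg101 binding domain, 10 uM final; 20 min, r.t.; 10 mM HEPES pH 7.5, 0.15 M NaCl, 0.01% Tween 20, 3 mM EDTA, 0.1 mM TCEP.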
Eya2 inh: Eya2 (human) phosphatase inhibition; O00167; recombinant Eya2, OMFP fluorescence dephosphorylation (OMFP is methylfluorescein phosphate); Potency, µM (doses to about 76.9 µM), for the others: at the top dose activity, negative = inhibition, usual class: inhibitors; hit rate 0.006% among 330,000; AID 488837; also: potency is read from the fitted curve at half-maximal effect; % is scaled to controls: 0 for no effect and ±100 for the full control effect
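Eya2 (0.2 uM) preincubated 10 min at ambient with compound, then OMFP substrate added at 50 uM; 10 min reaction in 50 mM HEPES pH 7.5, 50 mM NaCl, 5 uM MgCl2, 0.05% BSA, 1 mM DTT. Fluorescence read at Ex 485/Em 525 nm.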
TRPV1 agonist: activates the human vanilloid receptor TRPV1. Q8NER1. TRPV1-expressing cells, Fluo-8 calcium influx, agonist mode. activation, % at 8.33 µM. hit rate 0.19% among 320,000. AID 540275; in the data active = activation above about 80%; inconclusive = between about 30% and that limit; also: 0% is about no effect
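Fluo-8 calcium influx in TRPV1-expressing cells, kinetic read (ex 480/em 520 nm). Compound added and read 3 min for agonist activity, followed by capsaicin at EC20 final and 2 min further read for enhancement.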
Integrin act MD: integrin-mediated muscular dystrophy alleviation activation; alpha7betagal myoblasts, beta-gal FDG fluorescence, 48 h; Potency, µM (doses to about 38.3 µM), inactives show at the highest dose activation, hits mostly activators; hit rate 0.064% among 350,000;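 also: potency is read from the fitted curve at half-maximal effect; 100% = response of the positive control SU9516; nearly all actives have a fitted effect of over 60% in size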
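Alpha7betagal+/- myoblasts (passage 13) were plated 16-24 hr, then exposed to compounds (1:260 dilution of DMSO stock) for 48 hours at 37C. After MPER lysis, β-galactosidase reporter activity was read as FDG fluorescence (ex 480/em 540) after 30 minutes.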
p53 reactivator: re-activators of mutant p53. hit rate 0.063% among 320,000. AID 504706. Potency, µM (series often up to 92.2 µM), without a hit: at the highest dose activity change, positive = activation, usual class: activators. H1299 p53-A138V BP100-luciferase reporter, luminescence, 24 h; also: potency is read from the fitted curve at half-maximal effect; % of control where 0% means no effect; nearly all actives have a fitted effect of over 45% in size
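p53-null H1299 cells stably carrying temperature-sensitive p53-A138V and a BP100-luciferase reporter were pinned with compounds (4-point, 1:5 series) and held 24 hrs at 37 deg C. Luminescence was read 10 min after detection reagent.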
BRCA1 expr up: BRCA1 expression activation; hit rate 1.1% among 380,000; Potency, µM (highest dose often 46.1 µM), without a hit: top-dose activation, hits mostly activators; MCF7-BRCA1-FFLuc reporter, luminescence, 48 h; response scale: scaled: vehicle 0%, 10 µM genistein 100%; AID 624202; also: potency is read from the fitted curve at half-maximal effect; nearly all actives have a fitted effect of over 80% in size; some results filed as inactive show a strong effect at the top dose
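Compounds are tested at multiple concentrations on MCF7 BRCA1-luciferase reporter cells seeded at 2000 per well; after 48 h, a single luminescence end-point is taken and curves fitted to the normalized data.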
ELG1 genotox: induces genotoxicity in HEK293T cells with luciferase-tagged ELG1. HEK293T ELG1-luciferase reporter, luminescence, 16 h. Potency, µM (top dose mostly 46 µM), for inactives: top-dose activity change, positive = activation, usual class: activators. hit rate 1.3% among 330,000. AID 504466; also: potency is read from the fitted curve at half-maximal effect; % of control where 0% means no effect; nearly all actives have a fitted effect of over 60% in size
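Screening used a luciferase reporter fused to human ELG1 in HEK293T cells. Luminescence was read on a CCD plate imager after 16 hr exposure and 30 min ONE-Glo incubation.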
* marks the source's active call; other numbers are inactive results; u = inconclusive; x = not tested or not shown; [ ] = remark or other dose. Unless noted, calls follow the shape of the dose curve; as a rule, active = well fitted curve in the direction sought with a large enough effect; inconclusive = small, poorly fitted or top-dose-only effect, or another doubt; inactive = no such curve, though single readings can be large; an effect the other way counts as inactive or inconclusive.

SMILES | B2AR arrestin | USP2a block | uPA surface inh | S-ASM inh | TSG101-PTAP inh | Eya2 inh | TRPV1 agonist | Integrin act MD | p53 reactivator | BRCA1 expr up | ELG1 genotox
Cc1ccc(C)c(S(=O)(=O)n2cnc3ccccc32)c1 | -0.1% | 2% | 6% | 3% | 1% | 9% | 6 | -8% | -3% | 9% | 1%
O=S(=O)(O)c1nc2ccccc2[nH]1 | 0.2% | -6% | 7% | 3% | -2% | 6% | 3 | -7% | 1% | 0% | -4%
O=C(/C=C/c1ccco1)N1CCN(C/C=C/c2ccccc2)CC1 | -0.1% | -3% | -3% | 7% | -1% | 15% | 6 | -12% | -9% | 1% | 0%
Cc1ccc(NC(=O)CCCN2C(=O)NC(C)(C)C2=O)cc1 | -0.2% | 1% | 7% | 4% | -2% | 18% | 1 | 2% | 0% | 3% | -2%
CC(C)(C)[C@H]1COC(=O)[C@@H](Cc2ccc(F)cc2)C/C=C\C[C@@H](CC(=O)N[C@H](CO)Cc2ccccc2)C(=O)N1 | 0.2% | u | u | -3% | -3% | 8% | x | -6% | -4% | -49% | -3%
O=C(O)c1ccc(-c2nnc(-c3ccc([N+](=O)[O-])cc3)o2)cc1 | 0.6% | 2% | -4% | 3% | -3% | -6% | -2 | u | x | 0% | -1%
O=C(NCc1nc(-c2ccc(C(F)(F)F)cc2)no1)Nc1ccc(OC(F)(F)F)cc1 | -0.8% | -2% | 6% | u | -8% | -8% | 8 | 1% | 11% | -83% | -16%
CCOC(=O)CC1C(=O)NCCN1c1nc2c(C)cccn2c(=O)c1/C=C1\SC(=S)N(C(C)CC)C1=O (configuration not stated) | 0.1% | u | 2% | u | u | u | u | -93%[inhibitor] | -2% | -99% | -19%
CC(C)N1C[C@@]23C=C[C@@H](O2)C(C(=O)OCc2ccccc2)[C@H]3C1=O (some centres not stated) | -0.3% | 0% | 2% | 1% | -3% | 4% | -2 | -10% | 3% | -22% | 0%
Cc1ccsc1C(=O)Nc1cccc(S(=O)(=O)N(C)C)c1 | -1.1% | 3% | 4% | 5% | -10% | 2% | 1 | 4% | -8% | -3% | 0%
CCCN1C2CCCC1CC(NC(=O)c1ccccc1Br)C2 (configuration not stated) | -0.2% | 1% | 1% | 3% | 0% | 11% | 5 | 22% | -1% | 3% | 0%
COCCN(C(=O)CCC(=O)Nc1cc(C)on1)C(C(=O)NC1CCCC1)c1ccccc1C (configuration not stated) | -0.2% | 8% | -6% | 4% | -6% | 1% | -1 | -10% | -4% | 1% | 1%
CCOC(=O)Cn1nc(C)c(NC(=O)COc2ccc([N+](=O)[O-])cc2)c1C | -0.1% | 0% | 3% | 6% | -2% | 2% | 1 | -23% | 1% | -12% | -1%
Cc1ccc(NC(=O)Cn2ccc([N+](=O)[O-])n2)cc1Cl | 0.0% | 0% | 1% | 0% | -3% | -3% | 7 | -4% | 2% | 0% | 1%
COc1cccc(N(CC(=O)NCCN2CCOCC2)S(=O)(=O)c2ccccc2)c1 | -0.2% | 2% | 1% | 2% | -1% | 2% | 0 | 29% | -4% | -6% | -6%
CCCCC[C@@H]1C=C(C(=O)O)[C@H](c2ccc(C)cc2)N1S(=O)(=O)c1ccc(C)cc1 | -0.5% | -5% | -1% | 5% | -9% | -10% | x | -3% | -10% | -8% | -2%
Cc1[nH]n(C)c(=O)c1N=Nc1ccc(S(C)(=O)=O)cc1 | -0.3% | -1% | 0% | -1% | -1% | 5% | 1 | 32% | 3% | -8% | 4%
Cc1ccc(S(=O)(=O)c2cc3c(=O)n4ccccc4nc3n(C)c2=N)cc1 | -0.2% | 0% | -7% | 8% | -2% | 1% | u | -8% | -4% | 19% | -2%
Cc1nc2ccc([N+](=O)[O-])cc2c(=O)n1Cc1ccc(Cl)cc1 | -0.1% | 8% | 20% | -7% | -6% | 7% | 0 | -23% | x | -24% | 0%
COC(=O)c1ccc(CNC(=O)COC(=O)CCN2C(=O)C3CC=CCC3C2=O)cc1 (configuration not stated) | -0.1% | 1% | 3% | 4% | -4% | -12% | -4 | 18% | 2% | -24% | 0%
COc1ccc(C2(CNC(=O)Cc3ccccc3)CCCC2)cc1OC | -1.0% | 0% | -3% | 4% | 0% | 3% | 8 | -1% | -4% | 9% | -2%
CCOc1ccccc1N1CCN(C(=S)NCc2ccco2)CC1 | 6.0% | 4% | 0% | 4% | -1% | -8% | u | -8% | -1% | -19% | 1%
COc1ccc(/C(C)=N/NC(=O)c2ccc(N(C)C)cc2)cc1 | -0.6% | 2% | -4% | 0% | -3% | 6% | 8 | 12% | 7% | 57% | 2%
Cc1ccc(NC(=O)C(c2ccc(Cl)cc2)N2CCOCC2)cc1 (configuration not stated) | 2.7% | 0% | 5% | 3% | -4% | -8% | 8 | -16% | -4% | 1% | 11%
CCOC(=O)c1c(-c2ccco2)csc1NC(=O)CSc1nnc(N)s1 | 0.6% | -1% | -6% | -4% | 0% | 5% | 11 | 3% | -7% | -37% | -1%

Limited to TSG101-PTAP inh, p53 reactivator and Eya2 inh, for some of the entries so far:
Molecule	TSG101-PTAP inh	p53 reactivator	Eya2 inh
Cc1ccc(NC(=O)Cn2ccc([N+](=O)[O-])n2)cc1Cl	-3%	2%	-3%
COc1cccc(N(CC(=O)NCCN2CCOCC2)S(=O)(=O)c2ccccc2)c1	-1%	-4%	2%
CCCCC[C@@H]1C=C(C(=O)O)[C@H](c2ccc(C)cc2)N1S(=O)(=O)c1ccc(C)cc1	-9%	-10%	-10%

Going on with the list.
SMILES | B2AR arrestin | USP2a block | uPA surface inh | S-ASM inh | TSG101-PTAP inh | Eya2 inh | TRPV1 agonist | Integrin act MD | p53 reactivator | BRCA1 expr up | ELG1 genotox
COc1ccc(CCNS(=O)(=O)c2cc3c4c(c2)CC(=O)N4CCC3)cc1 | 0.5% | 5% | -4% | -1% | -5% | -4% | 0 | 15% | 1% | -3% | -3%
COc1cc(CNC2CCCCCCC2)cc(Cl)c1OC | -0.2% | -1% | -1% | 3% | 2% | -6% | 1 | -27% | 9% | -62% | -11%
O=C(c1ccc(F)cc1)N(c1ccccn1)C1CCCCC1 | -0.2% | 6% | 1% | 2% | 0% | -5% | 10 | -22% | 14% | -15% | -1%
CCSc1nnc(N(CCC(=O)O)CCC(=O)O)s1 | 0.3% | 2% | 3% | -8% | -5% | -9% | -3 | 17% | -4% | -2% | -1%
O=C(O)CSC1CC(=O)N(c2ccc(Cl)c(Cl)c2)C1=O (configuration not stated) | 0.0% | 2% | 2% | 5% | -1% | -12% | 1 | 17% | 3% | 9% | -1%
COc1ccccc1CN(C)C(=O)c1ccc2c(c1)NC(=O)CS2 | 0.0% | 3% | -5% | -2% | 6% | -5% | 1 | -17% | -4% | 2% | 0%
C#CCn1cnc2c(oc3ccccc32)c1=O | 0.3% | -2% | -13% | 2% | -2% | -10% | 1 | -7% | u | 26% | 17%
Cc1ccc(-c2c[n+](Cc3ccc(Cl)cc3)c3n2CCC3)cc1 | -0.3% | 11% | -8% | 1% | -1% | 7% | 4 | -13% | -5% | -68% | -15%
Cc1ccc(S(=O)(=O)N(CC(=O)N2CCCCC2)c2cccc(C)c2)cc1 | -0.1% | -1% | 4% | 3% | -2% | 5% | u | 5% | 7% | -26% | 0%
Cc1ccc(CNC(=O)CCNC(=O)c2ccco2)cc1 | -0.5% | 1% | 7% | -1% | -1% | -7% | 1 | 17% | u | 64% | 5%
CCn1c2ccccc2c2cc(/C=N/n3cn[nH]c3=S)ccc21 | 7.1% | 0% | -8% | 9% | -5% | 2% | 14 | -5%[7.66 µM] | 0% | -63% | x
COc1ccc(/C=N/NC(=O)CSc2ccccn2)cc1OC | -0.1% | 3% | -6% | -3% | 0% | 22% | x | 4% | 8% | 79% | 9%
Fc1cccc(F)c1-c1nc2c(s1)CCc1onc(-c3ccc(Br)cc3)c1-2 | x | x | -4% | 3% | -2% | x | x | 11% | x | 23% | x
Cc1cc(C)nc(SCCCNCc2ccc(Br)cc2)n1 | -0.1% | 1% | u | 5% | -2% | 0% | 3 | -47% | 12% | -24% | -10%
CCCOc1cccc(NC(=O)c2cc(C)oc2C)c1 | -0.1% | 4% | -8% | -1% | 0% | -10% | 26 | -28% | 13% | 5% | 1%
COc1cc(OC)cc(-c2nnc(Nc3nc4c(F)cccc4s3)o2)c1 | 0.1% | -1% | -19% | x | -5% | -14% | 1 | 10% | -2% | -4% | -15%
